Mtb BioA inh: inhibitors of Mycobacterium tuberculosis BioA enzyme | purified M. tuberculosis BioA enzyme, plate reader | inhibition, % at 9.99 µM | actives 0.096% (n = 360,000) | AID 602481; in the data active = inhibition above about 40%; inconclusive = no clear call, values can overlap the other calls
FadD28 binding: inhibitors of Mycobacterium tuberculosis FadD28 bisubstrate binding; FadD28 bisubstrate probe binding, fluorescence polarization; inhibition, % at 12.5 µM; actives 0.22% (n = 360,000); AID 588549; in the data active = inhibition above about 8.5%, passing the limit was not always enough; inconclusive = no clear call, values can overlap the other calls
GDH-TPI inh: GDH-TPI coupled enzyme inhibition counter-screen. actives 1.2% (n = 360,000). inhibition, % at 4.8 µM. GDH-TPI coupled enzyme counterscreen, NADH absorbance; in the data active = inhibition above about 30%;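 note: 0% = DMSO wells and 100% = wells lacking the enzyme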
Y pestis TopoI: Y. pestis Topo-I inhibition via cleavage products; Y. pestis Topo-I cleavage product accumulation, plate reader; activity, % at 10 µM; actives 0.064% (n = 360,000); AID 504884; in the data active = activity above about 50%, passing the limit was not always enough; inconclusive = no clear call, values can overlap the other calls; note: inactives centre near 2
BH1578 lux ind: quorum light induction in luxS cqsA deficient V. cholerae; AID 588436; V. cholerae BH1578 lux reporter, luminescence, 6 h; activation, % at 18.7 µM; actives 0.16% (n = 350,000); in the data active = activation mostly above about 9.7%, no sharp cut-off; inconclusive = no clear call, values can overlap the other calls; inactive = mostly below about 3.7%; note: not every result past the cut was called active; inactives centre near 0; reference of the scale not given here
PfHsp40 rescue: restores yeast growth despite PfHsp40 toxicity; S. cerevisiae expressing PfHsp40, growth rescue, ATP luminescence; growth rescue, % at 12.5 µM; actives 0.68% (n = 340,000); AID 504582; in the data active = growth rescue above about 28%, passing the limit was not always enough; inconclusive = no clear call, values can overlap the other calls;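 note: yeast W303a lacking pdr1 and pdr3 grown in galactose medium; growth measured after three days at 30 °C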
TcdB inh: inhibitors of Clostridioides difficile toxin B glycohydrolase. TcdB glycohydrolase enzymatic assay, plate reader. inhibition, % at 9.99 µM. actives 0.24% (n = 350,000). AID 652162; in the data active = inhibition above about 10%
UGM FP inh: blocks M. tuberculosis UGM enzyme; purified UGM, fluorescence polarization probe displacement; inhibition, % at 10 µM; actives 0.06% (n = 320,000); AID 504406; in the data active = inhibition above about 10%, passing the limit was not always enough; inconclusive = no clear call, values can overlap the other calls
Target sequence (P9WIQ1 whole entry, looked up): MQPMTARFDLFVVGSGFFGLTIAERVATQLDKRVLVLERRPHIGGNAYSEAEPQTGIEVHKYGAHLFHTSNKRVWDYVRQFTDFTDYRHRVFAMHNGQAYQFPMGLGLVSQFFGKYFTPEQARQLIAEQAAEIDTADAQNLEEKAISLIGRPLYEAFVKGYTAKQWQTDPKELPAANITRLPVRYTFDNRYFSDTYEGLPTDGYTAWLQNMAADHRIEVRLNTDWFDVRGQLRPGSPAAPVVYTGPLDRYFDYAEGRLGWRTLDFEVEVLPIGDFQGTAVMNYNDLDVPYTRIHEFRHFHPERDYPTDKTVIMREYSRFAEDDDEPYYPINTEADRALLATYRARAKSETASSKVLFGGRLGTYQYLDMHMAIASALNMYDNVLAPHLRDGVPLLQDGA
FBA Mtb inh: inhibits M. tuberculosis FBA enzyme; P9WQA3; purified M. tuberculosis FBA, fluorescence read-out; inhibition, % at 1 µM; actives 2.3% (n = 360,000); AID 588726; in the data active = inhibition above about 27%;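 note: 0% = vehicle and 100% = reference inhibitor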
Target sequence (P9WQA3 whole entry, looked up): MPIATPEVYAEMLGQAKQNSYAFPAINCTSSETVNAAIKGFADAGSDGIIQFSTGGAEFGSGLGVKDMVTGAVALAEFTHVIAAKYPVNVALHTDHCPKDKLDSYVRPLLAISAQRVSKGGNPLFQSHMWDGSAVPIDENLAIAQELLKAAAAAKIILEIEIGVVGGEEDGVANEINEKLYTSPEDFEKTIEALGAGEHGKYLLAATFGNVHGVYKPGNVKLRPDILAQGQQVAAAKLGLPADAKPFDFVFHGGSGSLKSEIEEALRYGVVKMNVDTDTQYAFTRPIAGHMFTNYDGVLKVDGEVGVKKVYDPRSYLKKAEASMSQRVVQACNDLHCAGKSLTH
Numbers without * were called inactive; i = inactive; ? = inconclusive; · = not tested or not shown.

SMILES	Mtb BioA inh	FadD28 binding	GDH-TPI inh	Y pestis TopoI	BH1578 lux ind	PfHsp40 rescue	TcdB inh	UGM FP inh	FBA Mtb inh
Cc1sc2ncnc(N/N=C/c3ccc(O)cc3)c2c1C	1.8	-1.7	48.0*	-3.5	-0.4	1.0	0.2	2.3	1.3
C[C@@]12C(=O)N(Cc3ccccc3)CC(=O)N1[C@H]1c3ccccc3OC[C@@H]1[C@@H]2c1ccccc1	-3.1	-1.1	0.5	22.8	i	1.0	1.9	0.2	-0.1
COc1cccc2c(=S)c(CCC(C)=O)c(C)[nH]c12	1.6	-3.6	15.8	14.2	-0.1	2.4	-0.7	-2.0	11.7
Cc1cccc(C)c1OC(=O)CCN1C(=O)C2C3C=CC(C4CC34)C2C1=O (configuration not stated)	·	-2.0	6.6	22.6	-0.3	1.7	1.5	0.7	-5.4
CC1(C(=O)NCc2cccc(Cl)c2)Cc2c(-c3ccc4c(c3)OCO4)ccnc2O1 (configuration not stated)	3.2	-1.1	9.7	15.0	i	·	1.3	·	29.8*
Cc1ccc(O)c(C2=Nc3ccccc3N=C(c3cccs3)C2)c1	·	-3.8	0.4	-10.8	-0.2	17.8	·	-0.3	2.4
CC1C(=O)N(Cc2ccc([N+](=O)[O-])cc2)c2ccccc2N1C(=O)c1c(F)cccc1F (configuration not stated)	0.6	-0.3	4.0	-1.4	-1.1	0.7	-0.1	-1.1	4.3
O=C(NC(=S)N1CCN(c2ccc(O)cc2)CC1)c1ccco1	0.9	-0.7	2.5	4.8	-5.0	1.5	-2.0	2.5	-1.0
Nc1nc(-c2ccccc2)cc(C(F)(F)F)n1	-0.4	0.3	13.6	9.9	-2.0	1.3	·	0.1	7.8
OCCC1CN(Cc2cccn2-c2ncccn2)CCN1CCc1ccccc1 (configuration not stated)	·	-1.9	1.3	1.4	-0.5	0.8	1.0	0.6	-1.4
COc1ccc2c(=O)c3c(=O)n(-c4ccccc4)c(-c4ccc(C)cc4)nc3oc2c1	·	-2.8	12.8	-8.8	-0.9	-0.7	-0.5	0.0	2.2
O=C(CS(=O)(=O)c1ccc(F)cc1)NCCS(=O)(=O)c1ccccc1	-4.2	-0.3	7.6	-5.0	-1.4	-1.4	0.2	-0.4	3.9
COCCOC(=O)c1c(C)n(C)c2ccc(OC(=O)c3cccs3)cc12	-0.1	1.9	12.8	3.7	i	2.1	·	4.1	-1.8
COc1ccccc1CNC(=O)c1ccoc1C	-1.2	-0.7	-0.6	5.2	-1.0	1.0	·	1.5	0.7
O=C(Nc1ccccc1F)c1cc(Cl)sc1Cl	1.5	-3.3	-4.3	-8.1	i	-2.7	0.7	0.2	-2.5
CC(=O)c1ccc(Oc2cc(-c3ccccc3)nc(-c3ccccc3)n2)cc1	·	?	2.5	1.7	i	0.0	1.6	0.8	0.5
N#CC1=C(Nc2ccccc2)SC=C(c2ccccc2)N=C1N1CCOCC1	·	-1.5	2.0	9.2	3.8	-0.8	·	·	9.9
CC(C)(C)c1cc(C(=O)N/N=C/c2ccc(-c3ccccc3[N+](=O)[O-])o2)n[nH]1	-2.1	-2.6	27.0	13.2	-0.2	1.0	0.1	-0.3	-3.0
COc1ccc(NC2=C(C(C)=O)C(c3ccc(N(C)C)cc3)C(C(C)=O)C(C)(O)C2)cc1 (configuration not stated)	·	2.0	0.0	3.2	-0.2	-0.6	-3.3	4.7	3.8
CCc1ccc2[nH]c(C(=O)Nc3ccc(F)cc3Br)cc2c1	-0.7	-1.8	-0.4	-12.7	-0.3	?	1.4	-1.3	4.9
O=C1CC2C(CC(OC(=O)c3ccc(-c4ccccc4)cc3)C2CO)O1 (configuration not stated)	-0.6	-7.2	-3.1	-0.8	i	0.4	·	0.9	8.6
Cc1ccc(NC(=O)CN2CCC(Cc3ccccc3)CC2)cc1S(=O)(=O)N(C)C	·	-3.8	-15.3	19.1	i	0.8	0.5	0.8	1.9
Fc1ccc(C2=Nn3c(Cc4ccccc4)nnc3SC2)cc1	-2.6	-2.1	-0.9	15.3	-1.7	0.3	·	-0.2	-0.3
Cc1nn(Cc2c(Cl)cccc2Cl)c(Cl)c1/C=C/C(=O)OCC(=O)NCC(F)(F)F	0.6	-1.2	-5.0	1.2	1.6	0.2	·	2.0	2.3
CC(Oc1cccc(Br)c1)C(=O)NNC(=O)c1ccccn1 (configuration not stated)	0.3	-3.4	-2.1	-1.1	i	-0.3	·	0.3	-0.3
O=S(=O)(N/N=C\c1cccnc1)c1ccccc1	·	-1.2	4.8	-2.5	i	-1.4	1.4	-0.7	0.6
O=C(Nc1ccc(F)c(Cl)c1)[C@@H]1O[C@H](CO)[C@H](O)[C@H](O)[C@H]1O	0.0	-4.0	-3.6	10.9	i	·	1.4	·	-4.3
CC(CCc1ccccc1)NCc1cccc2ccccc12 (configuration not stated)	-1.2	2.2	-1.5	18.0	-0.6	1.0	1.2	-0.1	3.3
O=c1/c(=C/c2ccc(O)cc2)sc2n1CCCN=2	·	-5.0	7.5	-4.6	i	-1.5	·	0.5	-5.3
COC(=O)c1ccc(C)c(NC(=O)CCSc2ccc(Cl)cc2)c1	-1.7	-2.1	4.5	14.9	-0.5	0.7	·	1.5	4.6
CN(C)c1ccc(/C=N/NC(=O)c2cc(-c3ccc4c(c3)OCO4)n[nH]2)cc1	·	-2.8	36.0*	-12.3	-0.4	0.8	-0.3	1.8	2.6
COc1ccc(C2C(C(=O)Nc3ccccc3OC)=C(C)Nc3nnnn32)c(OC)c1 (configuration not stated)	·	0.0	9.3	-8.9	i	-1.4	·	0.1	2.0
O=C1NCC(COCC2CC=CCC2)O1 (configuration not stated)	-1.0	-1.4	13.3	-1.4	-0.4	-0.4	·	-0.4	-0.9
O=C(O)c1ccc(CSc2nnc(COc3ccc(Cl)cc3Cl)o2)cc1	1.9	-0.7	4.7	14.4	-0.2	2.8	0.3	2.0	0.2
COc1cc(C2OCC3C(c4cc(OC)c(OC)c(OC)c4)OCC23)cc(OC)c1OC (configuration not stated)	0.1	-3.0	9.8	1.7	-0.4	0.4	1.7	-1.0	-0.8
COc1ccc(C(=O)NC2CCCCCC2)cc1S(=O)(=O)N1CCOCC1	-1.9	-0.3	-2.1	-4.5	-0.4	-0.4	3.3	1.4	4.4
NC(=O)CC(NC(=O)c1cccc(Br)c1)c1ccc(NC2CCCCCCC2)c([N+](=O)[O-])c1 (configuration not stated)	-2.6	2.0	-0.9	11.7	-3.0	1.8	0.4	-0.3	-0.6
COc1ccc(N(C(=O)c2ccco2)C(C(=O)NC2CCCCC2)c2ccccc2)cc1 (configuration not stated)	-6.0	0.8	7.9	6.7	-0.4	0.1	·	0.9	1.0
CC1(c2ccccc2)NC(=O)N(CC(=O)Nc2ccccc2C(=O)N2CCCCC2)C1=O (configuration not stated)	-0.2	-1.6	-5.8	8.2	i	-0.2	0.8	-1.5	-0.3
COc1ccccc1N1CCN(C(=O)CN(c2cc(C)cc(C)c2)S(C)(=O)=O)CC1	·	0.6	15.8	18.8	1.4	-0.5	0.7	1.0	1.9
Cc1cc(=O)oc(C)c1C(=O)NCCN1CCOCC1	-1.9	-2.4	-6.1	-2.0	-3.0	-1.3	·	-0.4	0.5
NCCSC1CC(=O)N(Cc2ccc(F)cc2)C1=O (configuration not stated)	-1.6	-3.9	-5.0	8.4	0.4	-0.6	0.7	0.3	0.1
O=C(NCc1ccco1)c1cccc2c1C(=O)N(C1CCCCC1)C2	-1.5	-0.1	8.9	-5.1	i	0.3	·	1.5	-4.8
O=C(/C=C\Nc1ccccn1)c1ccccc1	-2.0	-1.6	17.9	1.3	i	-0.6	·	0.2	-0.7
O=C(N/N=C/c1ccco1)C12CC3CC(CC(C3)C1)C2	·	-4.0	2.5	10.0	-0.2	0.9	0.2	0.0	-2.1

2 entries from above, set out differently:
COc1ccc(N(C(=O)c2ccco2)C(C(=O)NC2CCCCC2)c2ccccc2)cc1 (configuration not stated)
- Mtb BioA inh: -6.0
- FadD28 binding: 0.8
- GDH-TPI inh: 7.9
- Y pestis TopoI: 6.7
- BH1578 lux ind: -0.4
- PfHsp40 rescue: 0.1
- TcdB inh: ·
- UGM FP inh: 0.9
- FBA Mtb inh: 1.0

CC1(c2ccccc2)NC(=O)N(CC(=O)Nc2ccccc2C(=O)N2CCCCC2)C1=O (configuration not stated)
- Mtb BioA inh: -0.2
- FadD28 binding: -1.6
- GDH-TPI inh: -5.8
- Y pestis TopoI: 8.2
- BH1578 lux ind: i
- PfHsp40 rescue: -0.2
- TcdB inh: 0.8
- UGM FP inh: -1.5
- FBA Mtb inh: -0.3

Following part
SMILES	Mtb BioA inh	FadD28 binding	GDH-TPI inh	Y pestis TopoI	BH1578 lux ind	PfHsp40 rescue	TcdB inh	UGM FP inh	FBA Mtb inh
CCN(CC)S(=O)(=O)c1ccc2oc(C(=O)Nc3ccc(OC)cc3OC)c(C)c2c1	-1.0	-2.6	19.8	2.8	-0.2	-0.5	·	3.8	2.2
Cc1ccc(NC2=C(Cl)C(=O)OC2OC(=O)c2ccccc2)c(C)c1 (configuration not stated)	·	-34.3	-8.0	-8.6	i	2.6	0.4	3.3	-6.2
Cc1ccc(C(=O)O)cc1NC(=S)NC(=O)c1ccc(-c2ccccc2)cc1	-0.5	-2.2	0.3	5.1	0.8	113.0*	-0.5	-0.8	4.9
COc1cc(C)nc(N(C)S(=O)(=O)c2ccccc2Cl)n1	0.4	-1.8	-3.1	-1.2	-0.3	-0.2	·	0.9	-14.2
Cc1cccc(NC(=O)/C(=C\c2ccco2)NC(=O)c2ccccc2)c1	·	-3.0	14.6	-3.6	-0.7	-0.7	·	-4.7	-2.9
Cc1ccccc1N(CC(=O)N/N=C/c1ccc(Cl)cc1)C(=O)c1ccccc1	1.6	-4.4	10.1	3.3	·	2.1	·	-0.2	-4.7
Cc1ccc(CCNC(=O)CN2C(=O)COc3ccccc32)cc1	0.7	1.0	-3.9	6.6	i	1.7	0.9	-0.7	-0.2
CC1CCN(S(=O)(=O)c2ccc(C(=O)N(C)C3CCS(=O)(=O)C3)cc2)CC1 (configuration not stated)	-1.9	-0.3	1.1	-2.2	-0.3	0.7	1.9	3.4	0.8
O=C(c1ccccc1)c1ccc(OCC(O)CN2CCOCC2)cc1 (configuration not stated)	0.7	-3.0	-10.6	2.9	-0.3	-1.7	·	-0.7	76.3*
O=C(Cn1cc2c(n1)CCCC2)NCc1ccccn1	-2.4	0.2	-3.0	-7.1	i	-1.0	0.3	-1.6	-0.5
CN(C)S(=O)(=O)c1ccc(C(=O)NCc2ccccn2)cc1	-0.1	-4.0	2.5	14.1	1.8	-0.8	1.3	-2.4	1.9
CCCCOC(=O)C1[C@H]2C(=O)N(c3ccccc3CC)C[C@]23C=C[C@H]1O3 (some centres not stated)	-0.1	-3.6	-8.8	5.5	·	-1.2	·	-1.9	-1.4
CSCCC(=O)N1CCCC(CO)(CCCc2ccccc2)C1 (configuration not stated)	1.6	-2.4	1.5	5.1	i	-0.2	0.7	4.5	-3.0
O=C1c2cccc3cccc(c23)N1Cc1cccc(F)c1	-0.3	-1.6	4.4	31.5	i	4.0	1.3	-2.2	1.4
COc1ccc(CCn2c(=N)c(C(=O)NCC3CCCO3)cc3c(=O)n4cccc(C)c4nc32)cc1OC (configuration not stated)	2.8	0.3	-1.5	6.4	-0.3	-1.1	-0.9	-0.1	2.7
COc1cccc(/C=N/NC(=O)c2cccc3ccccc23)c1OC	-0.6	-3.9	4.8	9.9	-0.5	-0.7	1.0	-2.2	-3.9
Cc1c(O)c2c(=O)n(-c3ccccc3)c(-c3ccccc3)cc2oc1=O	-0.3	1.5	-1.2	5.1	-0.3	0.1	0.5	-0.3	1.9

For convenience, some entries already given:
SMILES	Mtb BioA inh	FadD28 binding	GDH-TPI inh	Y pestis TopoI	BH1578 lux ind	PfHsp40 rescue	TcdB inh	UGM FP inh	FBA Mtb inh
CCN(CC)S(=O)(=O)c1ccc2oc(C(=O)Nc3ccc(OC)cc3OC)c(C)c2c1	-1.0	-2.6	19.8	2.8	-0.2	-0.5	·	3.8	2.2
Cc1ccc(NC2=C(Cl)C(=O)OC2OC(=O)c2ccccc2)c(C)c1 (configuration not stated)	·	-34.3	-8.0	-8.6	i	2.6	0.4	3.3	-6.2
Cc1ccc(C(=O)O)cc1NC(=S)NC(=O)c1ccc(-c2ccccc2)cc1	-0.5	-2.2	0.3	5.1	0.8	113.0*	-0.5	-0.8	4.9

Assay outcomes from PubChem.
